Source: PubChem BioAssay (National Center for Advancing Translational Sciences (NCATS))
PKM2 activator: activators of human pyruvate kinase M2 | 260,000 compounds, 0.34% hits | purified PKM2, Kinase-Glo ATP luminescence, activation; response scale: 0% is enzyme alone, no compound | AID 1631 | P14618 | Potency, µM (top dose mostly 57.5 µM), for the others: top-dose activation, usual class: activators; further: potency means the concentration at half of the fitted maximal effect; on the % scale 0 is the no-effect control and ±100 the full control effect; nearly all actives have a fitted effect of over 55% in size
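ATP formation by purified human PK-M2, quantified via coupled luciferase luminescence after 1 h at room temperature with 0.1 mM ADP and 0.5 mM PEP final.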
RORgamma inh: inhibitors of mouse ROR gamma transcriptional activity. P51450. Drosophila S2 Gal4-RORgamma UAS-luciferase reporter, 20 h. Potency, µM (top dose mostly 53.6 µM), for the others: at the top dose activity change, negative = inhibition, usual class: inhibitors. 310,000 compounds, 5.4% hits. AID 2551; further: potency means the concentration at half of the fitted maximal effect; on the % scale 0 is the no-effect control and ±100 the full control effect; nearly all actives have a fitted effect of over 60% in size
Target sequence (P51450 whole entry, looked up, the tested form may be a part): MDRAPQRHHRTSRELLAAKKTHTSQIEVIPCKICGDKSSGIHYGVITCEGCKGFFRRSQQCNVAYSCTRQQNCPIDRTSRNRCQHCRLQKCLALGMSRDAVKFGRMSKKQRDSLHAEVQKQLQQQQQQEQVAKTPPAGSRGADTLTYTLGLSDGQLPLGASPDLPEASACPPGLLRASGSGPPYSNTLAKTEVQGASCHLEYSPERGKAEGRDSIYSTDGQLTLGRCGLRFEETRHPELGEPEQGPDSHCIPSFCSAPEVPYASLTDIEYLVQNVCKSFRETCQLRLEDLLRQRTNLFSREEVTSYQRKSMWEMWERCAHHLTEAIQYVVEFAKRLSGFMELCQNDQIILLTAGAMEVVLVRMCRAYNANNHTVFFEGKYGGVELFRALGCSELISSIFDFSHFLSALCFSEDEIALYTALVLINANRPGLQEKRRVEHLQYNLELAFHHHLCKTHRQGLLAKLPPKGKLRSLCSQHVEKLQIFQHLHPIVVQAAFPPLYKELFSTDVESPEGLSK
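Drosophila Schneider cells stably carrying a metallothionein-driven Gal4 DBD–ROR gamma fusion and a UAS-Photinus luciferase reporter were exposed to compound for 1 hr, then induced with copper sulfate (700 uM final) for 20 hr at ambient temperature before luminescence reading.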
Rab9 prom act: activates the Rab9 promoter; Huh7 Rab9 promoter-luciferase reporter, luminescence, 24 h; Potency, µM (top dose mostly 9.22 µM), for inactives: at the highest dose activation, negative = inhibition, most hits filed as activators; 320,000 compounds, 2.8% hits; further: potency means the concentration at half of the fitted maximal effect; % of control where 0% means no effect; nearly all actives have a fitted effect of over 60% in size
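Cells were plated at 1500 per well in reduced-serum medium with 10% FBS and left 2 h. Compound in DMSO was then added for 24 h at 37 °C. Reporter signal was read by luminescence after 10 min with luciferase detection reagent.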
MBNL1 CUG block: MBNL1-poly(CUG) RNA binding inhibition | Q9NR56 | 280,000 compounds, 0.036% hits | TR-FRET MBNL1-His/biotin-(CUG)12 binding, 665/545 ratio | Potency, µM (highest dose often 57.5 µM), inactives show top-dose activity change, negative = inhibition, actives largely listed as inhibitors; active means well fitted inhibition curve with a large enough effect in the signal ratio, with a control signal flat, not every such curve was filed as active; inconclusive means small, poorly fitted or top-dose-only effect, or effect the other way, or a change in a side signal; inactive means no such curve, though single readings can be large or run the other way; the % refers to the signal ratio; further: potency means the concentration at half of the fitted maximal effect; on the % scale 0 is the no-effect control and ±100 the full control effect
Target sequence (Q9NR56 whole entry, looked up): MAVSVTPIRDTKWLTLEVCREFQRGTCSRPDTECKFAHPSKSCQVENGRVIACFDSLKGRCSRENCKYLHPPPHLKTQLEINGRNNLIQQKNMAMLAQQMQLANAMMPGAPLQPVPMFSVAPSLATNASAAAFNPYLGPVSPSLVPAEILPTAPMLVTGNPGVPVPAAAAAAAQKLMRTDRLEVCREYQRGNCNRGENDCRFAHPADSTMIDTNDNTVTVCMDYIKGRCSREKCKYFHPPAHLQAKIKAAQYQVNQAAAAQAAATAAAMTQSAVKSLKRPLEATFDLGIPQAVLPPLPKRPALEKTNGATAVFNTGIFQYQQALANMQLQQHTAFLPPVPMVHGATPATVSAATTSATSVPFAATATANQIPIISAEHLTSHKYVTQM
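His-tagged MBNL1 binding to biotinylated (CUG)12 RNA was measured by TR-FRET using terbium anti-His antibody (0.055 ng/ul final) and streptavidin-XL665 (5 nM final). Compounds were titrated 92 nM to 58 uM; 60 min at room temperature.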
VP16 counter: counter-screen for ROR gamma inhibitors: Gal4-VP16 reporter; Potency, µM (top dose mostly 53.6 µM), for the others: top-dose activity, negative = inhibition, usual class: inhibitors; 310,000 compounds, 3.5% hits; AID 2546; Drosophila S2 Gal4-VP16 UAS-luciferase, luminescence, 20 h;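 further: Gal4-VP16 expression switched on by copper sulfate through the metallothionein promoter; potency means the concentration at half of the fitted maximal effect; on the % scale 0 is the no-effect control and ±100 the full control effect; nearly all actives have a fitted effect of over 50% in size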
Mito fusion act: inhibitors of mitochondrial division or activators of mitochondrial fusion; 320,000 compounds, 0.23% hits; Potency, µM (highest dose often 46.1 µM), without a hit: top-dose growth rescue (activation), usual class: activators; S. cerevisiae fusion-defective mutant growth rescue, CellTiterGlo 48 h;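 further: potency means the concentration at half of the fitted maximal effect; % of control where 0% means no effect; nearly all actives have a fitted effect of over 45% in size; temperature-sensitive fusion mutants such as fzo1-1 at 37 °C on non-fermentable ethanol glycerol medium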
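Growth-rescue viability read-out: after 48 h at the non-permissive 37C in glycerol/ethanol YPEG, yeast mitochondrial fusion mutants are measured by CellTiterGlo luminescence; compounds (23 nl pinned per well) restoring growth score as division inhibitors or fusion activators.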
FLuc modulator: firefly luciferase modulation, counter-screen for miR-21 project; AID 588342; purified FLuc, Km substrates, luminescence inhibition; P08659; Potency, µM (series often up to 57.5 µM), without a hit: at the top dose activity change, negative = inhibition, most hits filed as inhibitors; 360,000 compounds, 6.9% hits;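 further: potency means the concentration at half of the fitted maximal effect; plate controls were vehicle for no effect and reference inhibitor for full effect; nearly all actives have a fitted effect of over 55% in size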
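Purified P. pyralis luciferase (10nM final) with 10uM D-luciferin and 10uM ATP (Km levels) in 50mM Tris acetate pH 7.5, 10mM Mg acetate, 0.01% Tween-20, 0.05% BSA; qHTS 6-point titration, ~60 µM downward; luminescence read.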
KCNH2 3.1 block: blocks the human KCNH2 3.1 channel isoform. U2OS KCNH2 3.1, thallium flux FluxOr; active compounds read low. activity change, % (tested at about 1.8 µM). 340,000 compounds, 0.95% hits. AID 720553;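 active means maximum activity change below -70%; inconclusive means maximum activity change from -70% to -50%; inactive means maximum activity change above -50%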;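 further: thallium influx rate constant from kinetic fluorescence after stimulation buffer; on the % scale 0 is the no-effect control and ±100 the full control effect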
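We transduce U2OS cells with the mutant 3.1 virus, culture them overnight, load FluxOr with Red40 quencher for 45 min, then add stimulation buffer and read kinetically for 2 min to derive a normalized rate constant.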
Menin MLL FP TR: menin-MLL binding inhibition, Texas Red mutant peptide. O00255. Menin + Texas Red MLL mutant peptide, fluorescence polarization. Potency, µM (highest dose often 61.6 µM), for inactives: at the top dose FP activity change, negative = inhibition, hits mostly inhibitors. 270,000 compounds, 0.23% hits; active means well fitted inhibition curve with a large enough effect in the polarisation, with a control signal flat, not every such curve was filed as active; inconclusive means small, poorly fitted or top-dose-only effect, or effect the other way, or a change in a side signal; inactive means no such curve, though single readings can be large or run the other way; the % refers to the polarisation; further: potency means the concentration at half of the fitted maximal effect; % of control where 0% means no effect; many of its hits are not listed in these tables
NPC1 prom act: activators of NPC1 promoter. Huh7 NPC1 promoter luciferase reporter, 24 h. Potency, µM (highest dose often 9.22 µM), for inactives: at the highest dose activation, actives largely listed as activators. 320,000 compounds, 2.4% hits. AID 485313;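 further: potency means the concentration at half of the fitted maximal effect; % of control where 0% means no effect; nearly all actives have a fitted effect of over 60% in size; reporter is driven by a mutant NPC1 promoter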
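Huh7 cells stably carrying NPC1 promoter–luciferase, plated in Opti-MEM with 10% FBS for 2 h, were exposed to compound in DMSO for 24 h at 37 °C; luciferase reagent was added for 10 min and luminescence read.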
ELG1 repair inh: blocks ELG1-dependent DNA repair in HEK293T cells | HEK293T ELG1-luciferase reporter, luminescence, 16 h; DNA damage induced by 5-fluorouridine | AID 504467 | Potency, µM (top dose mostly 46.1 µM), for inactives: top-dose activity change, negative = inhibition, hits mostly inhibitors | 330,000 compounds, 2.3% hits; further: potency means the concentration at half of the fitted maximal effect; on the % scale 0 is the no-effect control and ±100 the full control effect; nearly all actives have a fitted effect of over 55% in size
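DMSO vehicle served as the neutral condition. Each well held 2,000 cells given 5-fluorouridine plus compound; after 16 hr at 37 °C/5% CO2, ONE-Glo was added and luciferase measured 30 min later.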
The depositor's hits bear a star; u = inconclusive; x = no result given; & = joins results of further samples; [ ] = dose if it differs, or a comment. Unless noted, the call rests on the fitted dose curve; in most records, active means well fitted curve in the direction sought with a large enough effect; inconclusive means small, poorly fitted or top-dose-only effect, or another doubt; inactive means no such curve, though single readings can be large; an effect the other way counts as inactive or inconclusive. A portion of the library; count on the stated rates, not on these rows.

SMILES | PKM2 activator | RORgamma inh | Rab9 prom act | MBNL1 CUG block | VP16 counter | Mito fusion act | FLuc modulator | KCNH2 3.1 block | Menin MLL FP TR | NPC1 prom act | ELG1 repair inh
Nc1ccccc1-c1nnc(-c2ccc(-c3ccccc3)cc2)o1 | 10% | 3% | 3.2µM* | 1% | 9% | 2% | 3µM* | 14 | -7% | 4µM* | u
Cc1ccc(N2CC(C(=O)NCc3cccs3)CC2=O)cc1C (stereo not given) | -1% | 23% | 1% | -1% | 6% | -2% | -1% | 2 | 3% | -1% | -19%
CCOc1cc(-c2sc(Nc3ccccc3)n[n+]2-c2ccc(F)cc2)ccc1OC | 0% | -22% | 1% | 23% | -18% | 1% | 1% | -13 | -23% | 2% | -2%
CN(CC(=O)Nc1ccc(N2CCOCC2)cc1)C(=O)CCc1ccccc1Cl | x | x | 1% | x | x | -2% | -3% | -9 | x | 0% | -1%
Cc1ccc(OCC(=O)c2cc(C)n(Cc3ccco3)c2C)c([N+](=O)[O-])n1 | 3% | -34% | -2% | u | u | 6% | u | -20 | x | -6% | u
Cc1cc(=O)[nH]c(SCC(=O)Nc2cccc(S(=O)(=O)N3CCOCC3)c2)n1 | x | x | -2% | x | x | -2% | 0% | 4 | x | -2% | u
COc1ccccc1N1C(=O)CC(Sc2ccccc2N)C1=O (stereo not given) | 5% | 21% | -2% | 0% | -7% | -15% | -6% | -7 | u | 2% | 12%
CC(C)[C@H](NC(=O)c1ccccc1F)C(=O)NCc1ccc(S(N)(=O)=O)cc1 | -4% | 3% | 4% | 2% | -3% | -10% | 3% | 7 | 3% | 2% | -1%
CC(C)(C)Nc1nc2nonc2nc1NC(C)(C)C | 4% | 19% | -4% | -1% | -2% | -3% | 1% | 9 | 7% | 2% | -6%
Cc1nc2nc(CCc3ccccc3)nn2c(C)c1Cl | 8% | 1% | -1% | 1% | -12% | -2% | 0% | -3 | 8% | -4% | 1%
Cn1cnnc1SCC(=O)NC1CCCN(Cc2ccccc2F)C1 (stereo not given) | -3%[0.46 µM] | -11% | -1% | -6% | -8% | -2% | -2% | -8 | 4% | -13% | 25%
Cc1c(N)cccc1[N+](=O)[O-] | x | 16% | -10% | x | 2% | -6% | 0% | -8 | x | 2% | 22%
COC(=O)c1ccc(N2CCN(S(=O)(=O)c3c(C)cc(C)cc3C)CC2)c([N+](=O)[O-])c1 | -4% | -1% | 1% | u | -9% | 3% | 2% | -3 | 7% | 0% | u
Cc1noc(C)c1S(=O)(=O)N1CCC2(CC1)OCCO2 | -4% | 2% | -2% | 1% | -4% | 1% | 0% | 3 | 0% | 1% | 7%
O=C(CN1CCN(c2ccccn2)CC1)Nc1ccc(Br)cc1 | x | 6% | -2% | 4% | 0% | 1% | 4% | -24 | -5% | -1% | 5%
CCc1cccc(C)c1NC(=O)CO/N=C(\C)c1cc2ccccc2o1 | 2% | 1% | 1% | x | 13% | u | -2% | 5 | -22% | -3% | -27%
CC1=NNC(=O)/C1=C\c1cn(-c2ccccc2)nc1-c1cccs1 | 18% | u | -6% | 4% | 4.5µM* | 9% | u | 0 | -3% | -9% | u
CCN(CCNC(=O)c1cc(C)nn1-c1ccccc1)c1ccccc1 | -9% | 14% | 0% | u | -3% | -4% | 2% | 1 | 7% | -1% | -16%
CN1CCN(C(=O)c2ccc3c(=O)n(Cc4ccco4)c(=S)[nH]c3c2)CC1 | 2% | -6% | -2% | -4% | -3% | -1% | -1% | 4 | 14% | 4% | -3%
Cc1ccc(C)c(NC(=O)CCC(=O)NNC(=O)c2cccs2)c1 | -25% | 11% | -5% | x | -17% | 7% | -3% | -4 | -10% | 0% | 25%
C/C(=C\c1ccccc1)CN1CCN(c2ccccc2F)CC1 | 4% | 10% | x | -8% | 2% | 1% | 4% | 2 | -11% | x | x
Cc1ccc(CON=C2CCN(c3ncc(C(F)(F)F)cc3Cl)CC2)cc1 | 3% | -3% | 6% | -21% | -2% | -5% | 2% | 18 | -1% | 1% | 1%
Cc1ccc(NC(=O)CN(C)CC(=O)Nc2ccc(N3CCOCC3)cc2)c([N+](=O)[O-])c1 | -25% | -2%[10 µM] | 0% | x | -1% | 12% | -6% | 0 | 13% | 0% | -1%
Cc1ccc(N2CC(C(=O)OCC(=O)NNC(=O)c3ccccc3)CC2=O)cc1 (stereo not given) | x | x | -2% | x | x | -6% | -4% | 5 | x | 10% | 8%
Brc1ccc(CSc2ccc3nnc(-c4ccccn4)n3n2)cc1 | 12% | -3% | -3% | 17% | 2% | -1% | 3% | -34 | -14% | -15% | -23%
Next structures:
SMILES | PKM2 activator | RORgamma inh | Rab9 prom act | MBNL1 CUG block | VP16 counter | Mito fusion act | FLuc modulator | KCNH2 3.1 block | Menin MLL FP TR | NPC1 prom act | ELG1 repair inh
Cc1cc(-c2csc(NC(=O)c3ccc(S(=O)(=O)N(C)C)cc3)n2)c(C)n1-c1ccccc1 | 6% | -26% | -25% | 21% | 0% | -2% | u | -7 | u | -21% | 9.2µM*
CN1CCN(NC(=O)CN2C(=O)/C(=C/c3ccccc3F)SC2=S)CC1 | 1% | 0.22µM* | -1% | u | 5% | 1% | -17% | x | 2% | 1% | 15%
CC(=O)Nc1ccc(N(C(=O)c2cnccn2)C(C(=O)NC2CCCCC2)c2ccc(F)cc2)cc1 (stereo not given) | -11% | 9% | 3% | -2% | 6% | -6% | -1% | -8 | 7% | -5% | 6%
Cc1nn(-c2ccccc2)c2sc(C(=O)OCn3nnc4ccccc4c3=O)cc12 | -5% | -1% | -10% | -6% | -11% | 9% | 0% | 11 | 5% | 2% | -21%
Brc1cccc(-c2nnc(SCc3nc4ccccc4[nH]3)o2)c1 | u | 11µM* | 10% | 1% | -17% | 3% | -10% | -11 | 16% | -4% | -3%
Nc1ccc(-c2nc3ccccc3[nH]2)cc1 | -22% | -29% | 0.45µM* | -3% | -9% | -2% | 9.5µM* | 4 | 9% | 1.6µM* | u
CCOC(=O)CN(C)Cc1cn[nH]c1-c1ccc2cc(OC)ccc2c1 | 1%[11.5 µM] | u | -3% | u | 15% | -3% | -6% | -2 | u | -14% | 3%
O=C(NCCc1cccs1)C1CCC(=O)N(CCc2cccc(F)c2)C1 (stereo not given) | x | 7% | 0% | -2% | -6% | -3% | -5% | -2 | x | -1% | -2%
C=CCNC(=S)NNC(=O)C(CC(C)C)CC(C)O (stereo not given) | 1% | -20% | 3% | -3% | -6% | -5% | 0% | 3 | x | -5% | 8%
CCOC(=O)C1C(=O)C=C(c2ccc(OC)cc2)CC1c1ccco1 (stereo not given) | 1% | -9% | 18% | u | 1% | 2% | 13µM* | -3 | 3% | 0% | -18%
C/C(=N\Nc1ccc(C(=O)O)cc1)c1ccc(Cl)s1 | x | -17% | 0.28µM* | 11% | u | 13% | 0.95µM* | 10 | u | 0.4µM* | u
CCOC(=O)/C(=C\c1ccc(OC(F)F)cc1)C1=Nn2c(nnc2-c2ccc(Cl)cc2)SC1 | 5% | 6.3µM* | -21% | x | 5.6µM* | 7% | -15% | -70* | -3% | -18% | 12µM*
COc1ccc(CC(=O)Oc2cc(C)ccc2C)cc1 | x | 0% | -2% | -10% | -7% | -9% | -5% | 1 | -27% | 0% | 3%
CCCN(C(=O)COC(=O)Cn1c(=O)oc2ccccc21)c1c(N)n(Cc2ccccc2)c(=O)[nH]c1=O | x | x | -2% | x | x | -3% | -13% | -6 | x | -3% | u
Cc1ccc(/C=C2\SC(N)=NC2=O)s1 | 5% | 14% | 10% | 27% | 13% | -5% | u | -4 | -30% | 8% | 11%
c1ccc(-c2noc(CC3CCCCC3)n2)cc1 | -4% | 25% | u | -1% | -9% | -4% | 9.5µM* | -6 | -7% | 18% | u
COc1ccc(N=CC2=C(O)CC(C)(C)CC2=O)cc1OC | -8% | -2% | 0% | x | 3% | -1% | 0% | 3 | x | -3% | 0%
O=C(COC(=O)C1(c2ccc(F)cc2)CCCC1)NC1CC1 | 5% | 6% | 1% | 2% | -3% | 10% | 14% | -16 | -1% | -2% | 14%
Cc1ccc(CC2C(=O)N(c3ccccc3)C(=O)C2C)cc1 (stereo not given) | -4% | 13% | 0% | -8% | 1% | 3% | 0% | 6 | u | 0% | 22%
COC(=O)[C@@H]1C[C@H]2CC[C@H](O)C[C@H]2N1Cc1ccc(C(C)(C)C)cc1 | 0%&0% | -12%&7% | -8% | -6% | -5%&2% | 23% | 0% | 4 | -10% | -3% | -1%
CCN1CCN(Cc2ccc(C(=O)Nc3ccc(C)c(NCc4cnc(NC(=O)OC)cn4)c3)cc2C(F)(F)F)CC1 | -3% | -8% | -2% | -17% | -3% | 0% | -2% | -35&10 | 13% | -4% | 5%
